Xi reactivation: X-chromosome reactivation activator | activation, % at 7.58 µM | 360,000 compounds, 0.055% hits | XiGFP mouse fibroblasts, % GFP-positive cells imaging, 3 d; cells co-treated with 5-aza-dC sensitizer; scaled so ellipticine positive control = 100%;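 active means mean normalized replicate activation at least 10% and every replicate at or above 10%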;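 further: 0% = median of on-plate neutral control wells and 100% = ellipticine 6 µM median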
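Schedule: 3 d treatment, 15 min room-temperature fixation; system: 68-5-11 XiGFP fibroblast line; buffer or medium: DMEM plus 5-aza-dC sensitizer; control set: ellipticine 6 µM positive control; compound: one concentration, pinned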
EWS-Fli inh: inhibitors of EWS/Fli oncoprotein transcriptional activity. A673 NR0B1-luciferase reporter, viability-normalised. inhibition, % at 12.6 µM. 350,000 compounds, 0.67% hits;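 active means mean inhibition of at least 50% after viability correction, with every replicate also passing that limit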;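 further: firefly luciferase signal divided by Alamar Blue viability fluorescence both relative to DMSO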
S100A4 inh HTS: inhibitors of human S100A4 binding to myosin IIA peptide; P26447; S100A4/TAMRA-MyoIIA peptide fluorescence polarization; inhibition, % at 10.7 µM; 360,000 compounds, 0.14% hits; AID 652163;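 active means mean inhibition of at least 70% across replicates, with every replicate also reaching that level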
Target sequence (P26447 whole entry, looked up): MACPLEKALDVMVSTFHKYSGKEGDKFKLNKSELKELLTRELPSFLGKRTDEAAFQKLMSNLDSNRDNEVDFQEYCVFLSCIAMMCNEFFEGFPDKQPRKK
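Test system – S100A4 monomer (human) · Compound – single-point compound testing · Schedule – 5 min incubation before reading · Probe or stimulus – TAMRA-labelled myosin IIA heavy-chain peptide probe, 5 nM · Benchmarks – neutral control DMSO, positive control TFP · Medium – Calcium-containing HEPES buffer, pH 7.2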
RAD54 branch: blocks human RAD54 Holliday junction branch migration. inhibition, % at 10.4 µM. FAM/BHQ fluorescence. 360,000 compounds, 0.14% hits. Q92698;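 active means mean normalized replicate activity at least 40 and at least half of replicates scoring 40 or more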;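 further: 0% = median of neutral control wells and 100% = median of positive control wells; inhibitors cause a drop in the FAM fluorescence signal; in these data hits start at about 50%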
RAD52 anneal inh: blocks human RAD52 DNA annealing; P43351; 360,000 compounds, 0.46% hits; recombinant RAD52 DNA annealing, FRET fluorescence; inhibition, % at 18.7 µM;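 active means every replicate showing at least 50% inhibition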
FN deposition inh: fibronectin deposition inhibition; AH1F fibroblasts, Alexa488-fibronectin deposition fluorescence, overnight; inhibition, % at 12.6 µM; 350,000 compounds, 0.086% hits; AID 743247;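 active means mean inhibition across replicates of 30% or more, regardless of how many single replicates reach that level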;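 further: positive control wells lacked labelled fibronectin entirely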
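material = AH1F fibroblast monolayer depositing Alexa488-labelled fibronectin into matrix | amount = 10000 AH1F cells/well | buffer or medium = DMEM plus 2% serum, read in PBS | incubation = 1 h cell adhesion before compound, then overnight fibronectin incubation | detection = fluorescence at 485 nm excitation, 525 nm emission | evaluation = percent inhibition as loss of matrix-bound fibronectin fluorescence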
E-selectin induc: induces E-selectin expression in human endothelial cells | HUVEC E-selectin immunofluorescence imaging; normalized: neutral wells 0, TNF-alpha wells 100 | activation, % at 7.58 µM | 260,000 compounds, 0.37% hits;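 active means mean E-selectin-positive cell signal at least 10% of the positive control, reached in at least 60% of replicates, without over 20% cell loss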;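 further: in these data hits start at about 27%; measured in HUVEC primary endothelial cells; signal is the percent of cells scored E-selectin positive by PE staining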
Target sequence (P16581 whole entry, looked up): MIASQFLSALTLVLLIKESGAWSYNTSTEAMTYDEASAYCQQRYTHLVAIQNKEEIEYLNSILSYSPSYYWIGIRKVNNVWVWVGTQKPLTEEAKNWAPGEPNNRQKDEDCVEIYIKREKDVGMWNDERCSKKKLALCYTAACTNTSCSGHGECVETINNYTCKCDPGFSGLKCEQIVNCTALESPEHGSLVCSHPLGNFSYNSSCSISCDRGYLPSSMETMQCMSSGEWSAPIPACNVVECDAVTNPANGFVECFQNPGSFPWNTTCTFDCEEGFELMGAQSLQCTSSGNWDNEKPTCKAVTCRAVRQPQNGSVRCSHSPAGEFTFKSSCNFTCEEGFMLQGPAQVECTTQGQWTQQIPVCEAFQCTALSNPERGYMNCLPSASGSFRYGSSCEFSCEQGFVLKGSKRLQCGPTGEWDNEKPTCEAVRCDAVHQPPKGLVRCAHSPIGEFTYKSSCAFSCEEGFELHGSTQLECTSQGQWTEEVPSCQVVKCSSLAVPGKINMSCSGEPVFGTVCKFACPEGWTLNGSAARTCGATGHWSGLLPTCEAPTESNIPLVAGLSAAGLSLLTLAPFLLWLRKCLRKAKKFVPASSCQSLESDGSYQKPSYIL
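material = human umbilical vein endothelial cells (HUVEC), E-selectin induction | quantity = 3,000 cells/well | medium = EGM-2 growth medium on 0.1% gelatin-coated wells | technique = immunofluorescence imaging | read-out basis = % PE-positive cells | control set = TNF-alpha positive control, DMSO neutral control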
esBAF inh: blocks esBAF chromatin remodeling in mouse ES cells; Bmi1-luciferase knock-in reporter, 24 h; 100% = twice the neutral-well signal; reporter increase, % at 12.5 µM; 350,000 compounds, 2% hits; AID 602393; in the data active means activation above about 40%;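 further: 0% = median of the plate's neutral control wells and 100% = double that signal; a rise in the Bmi1 reporter signal indicates esBAF inhibition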
* = called active by the depositor; . = not tested or not shown. An unsorted share of the library (roughly 3% active in at least one column).

SMILES	Xi reactivation	EWS-Fli inh	S100A4 inh HTS	RAD54 branch	RAD52 anneal inh	FN deposition inh	E-selectin induc	esBAF inh
O=C(C[C@H]1C=C[C@@H](NC(=O)c2ccc3c(c2)OCO3)[C@H](CO)O1)NC1Cc2ccccc2C1	0.3	-0.4	5.8	-0.4	15.3	-26.4	0.1	0.3
COc1ccccc1C(c1c(N)n(C)c(=O)n(C)c1=O)C(C)[N+](=O)[O-] (stereo unspecified)	0.0	10.7	0.5	-22.9	-3.0	3.5	0.1	.
COc1ccc(CN2CCN(Cc3ccco3)CC2)cc1OC	0.0	10.7	0.8	-3.8	-7.0	9.9	.	1.3
O=C(CCCN1C(=O)c2ccccc2C1=O)NCCCn1ccnc1	0.5	-3.1	-14.4	.	-14.6	4.4	3.2	4.7
C[C@@H](O)C#Cc1ccc([C@H]2[C@H]3CN(S(=O)(=O)Cc4ccccc4)CCCCN3[C@H]2CO)cc1	0.3	1.9	-6.1	-7.3	1.0	.	-0.1	6.3
O=C(NCC(c1ccco1)N1CCc2ccccc2C1)C(=O)Nc1ccccc1 (stereo unspecified)	0.0	-5.0	-2.3	3.8	-17.0	-4.9	.	.
O=C(NCCc1nc2ccccc2[nH]1)/C(=C/c1ccco1)NC(=O)c1ccc(Br)o1	0.2	-3.1	2.2	0.8	-10.0	-0.7	1.4	-5.7
O=C(CCC1CCCN(Cc2cccc3c2OCO3)C1)NCc1ccc(F)c(F)c1 (stereo unspecified)	0.0	-0.2	-7.8	.	-5.8	7.8	0.8	.
C[C@@H]1CN([C@@H](C)CO)C(=O)Cc2cc(NS(C)(=O)=O)ccc2O[C@@H]1CN(C)C(=O)Nc1ccc(C(F)(F)F)cc1	0.2	9.7	20.8	4.2	-4.5	.	.	0.8
O=C(c1sc2cc(F)ccc2c1Cl)N1CCN(c2cccc(Cl)c2)CC1	-0.1	1.5	1.1	-6.3	-9.9	-13.9	5.2	.
CCOC(=O)c1cccc(NC(=O)C2CCCN(c3nnc(N4CCCC4=O)s3)C2)c1 (stereo unspecified)	0.1	-1.8	8.3	2.9	-6.1	-4.9	-0.2	3.5
COc1ccc(OC)c(S(=O)(=O)NCC(c2cccs2)N2CCc3ccccc3C2)c1 (stereo unspecified)	-0.1	-18.3	-3.2	6.1	-3.3	-5.4	17.5	10.2
C[C@@H]1CN([C@H](C)CO)C(=O)c2cc(N(C)C)ccc2O[C@H]1CN(C)C	-0.9	6.2	-1.8	7.7	7.9	2.0	.	-2.1
CC1=NN(c2ccccc2)C(=O)C1/C=C1/NC(=S)NC1=O (stereo unspecified)	0.3	3.5	-7.6	-0.8	-35.9	-10.0	.	.
CCOC(=O)C1CCN(Cc2ccc(C(=O)OC)cc2)CC1	.	15.7	-3.3	4.6	-7.1	.	.	-7.1

For reference, part of the list above.
SMILES	Xi reactivation	EWS-Fli inh	S100A4 inh HTS	RAD54 branch	RAD52 anneal inh	FN deposition inh	E-selectin induc	esBAF inh
O=C(c1sc2cc(F)ccc2c1Cl)N1CCN(c2cccc(Cl)c2)CC1	-0.1	1.5	1.1	-6.3	-9.9	-13.9	5.2	.
CCOC(=O)c1cccc(NC(=O)C2CCCN(c3nnc(N4CCCC4=O)s3)C2)c1 (stereo unspecified)	0.1	-1.8	8.3	2.9	-6.1	-4.9	-0.2	3.5
COc1ccc(OC)c(S(=O)(=O)NCC(c2cccs2)N2CCc3ccccc3C2)c1 (stereo unspecified)	-0.1	-18.3	-3.2	6.1	-3.3	-5.4	17.5	10.2
C[C@@H]1CN([C@H](C)CO)C(=O)c2cc(N(C)C)ccc2O[C@H]1CN(C)C	-0.9	6.2	-1.8	7.7	7.9	2.0	.	-2.1

(list continues)
SMILES	Xi reactivation	EWS-Fli inh	S100A4 inh HTS	RAD54 branch	RAD52 anneal inh	FN deposition inh	E-selectin induc	esBAF inh
COc1ccc(S(=O)(=O)N(C)C[C@H]2Oc3ccc(NC(=O)CCN4CCOCC4)cc3C(=O)N([C@H](C)CO)C[C@@H]2C)cc1	0.2	-6.7	13.4	0.3	-2.1	.	8.7	-1.9
CCCC#Cc1ccc([C@@H]2[C@H](CO)N3CCCCN(Cc4cncnc4)C[C@@H]23)cc1	0.0	5.3	-1.9	5.9	-5.7	.	-0.5	.
C[C@@H]1CN([C@@H](C)CO)C(=O)c2cccc(NS(=O)(=O)c3ccc(Cl)cc3)c2O[C@@H]1CN(C)Cc1ccccc1	0.0	1.0	-7.6	-3.6	-5.3	.	-0.2	6.3
CCN(CC)C1CCN(Cc2cn[nH]c2-c2ccc(OC)c(F)c2)C1 (stereo unspecified)	0.0	-0.7	-2.9	.	-6.4	-0.3	.	.
COc1cccc(N2CC(C(=O)Nc3nnc(SCC(=O)Nc4ccc(NC(C)=O)cc4)s3)CC2=O)c1 (stereo unspecified)	-0.1	2.5	2.4	-2.2	-22.9	-2.0	0.1	-3.7
O=P(C(=S)Nc1ccccc1Cl)(c1ccccc1)c1ccccc1	-0.1	7.0	-6.9	.	-6.7	.	0.4	.
Cc1ccc(CN2CC(=O)N3[C@@H](CO)[C@H](c4ccc(Br)cc4)[C@@H]3C2)cc1	0.5	8.2	9.6	.	-0.9	.	0.6	.
CCOC(=O)C1(C)CCCCN1C(=O)c1ccco1 (stereo unspecified)	0.0	5.4	12.5	-3.9	-5.0	5.5	0.0	-5.7
C/C=C/c1ccc2c(c1)O[C@@H](CN(C)C(=O)c1ccccc1)[C@@H](C)CN([C@@H](C)CO)S2(=O)=O	-0.8	-7.6	3.1	1.5	2.0	-2.4	0.0	7.6
O=C(Nc1cccc2c1C(=O)NC2=O)c1ccc(N2C(=O)CCC2=O)cc1	0.1	2.9	-4.1	.	-11.7	19.5	.	.
CN(Cc1ccccc1)C(=O)c1ccc(NC(=O)Cc2ccc(NC(=O)C3CCN(S(=O)(=O)c4cccc([N+](=O)[O-])c4)CC3)cc2)cc1	0.0	-1.8	1.4	1.3	-6.9	-3.0	-0.2	-16.0
Cc1cc(C)cc(N(CC(=O)Nc2ccc(C(F)(F)F)cc2)S(=O)(=O)c2c(C)[nH]c(=O)[nH]c2=O)c1	0.6	.	-4.2	-10.1	-4.7	1.6	.	2.4
C[C@@H]1CCCCO[C@@H](CN(C)Cc2ccncc2)[C@@H](C)CN([C@H](C)CO)C(=O)c2cc(NC(=O)c3ccncc3)ccc2O1	0.1	.	1.1	5.6	8.4	0.8	0.7	.
c1ccc(C2Nc3ccccc3C3OCCCC23)cc1 (stereo unspecified)	0.0	-7.9	-8.5	-9.0	-4.8	0.5	.	-11.9
O=C(NC[C@H]1N[C@H](CO)[C@@H]1c1ccccc1)C1CC1	0.2	5.6	-1.1	-5.2	-18.0	.	1.0	-4.1
O=C(CC(F)(F)F)N1C[C@@H]2[C@H](c3ccccc31)[C@H](CO)N2Cc1cccnc1	0.0	3.2	12.2	-5.6	-32.1	-10.8	0.0	-0.9
Cc1ccc(S(=O)(=O)C2C(=O)NC3(C)CC2c2ccccc2O3)cc1 (stereo unspecified)	0.2	6.8	-3.8	-0.5	-3.5	-2.9	0.2	.
CCCn1c(SCc2nc(N)nc(N3CCCCC3)n2)nc2c1c(=O)n(C)c(=O)n2C	0.4	-5.4	-15.7	.	-17.0	.	.	.
O=C(Cc1ccc(Cl)cc1)OCC(=O)N1CCCCCC1	-0.2	-1.8	-3.8	-3.7	-4.6	-18.0	.	3.0
CC(C)C[C@H]1COc2cc(N3CCCC3)ccc2S(=O)(=O)N1	0.1	0.5	6.4	.	-4.7	8.0	-0.1	.
Cc1ccc(-n2cc(CNCC3CC(=O)N(C4CC4)C3)c(-c3cccc(C)c3)n2)cc1 (stereo unspecified)	0.0	-12.4	-6.0	.	-17.8	-13.4	1.2	-3.6
O=C(CCCO)N/N=C/c1cc(Br)ccc1O	0.0	25.1	-1.8	.	-14.1	-10.7	.	.
COc1ccc(NC(=O)Nc2ccc3c(c2)CC(=O)N([C@H](C)CO)C[C@@H](C)[C@H](CN(C)Cc2ccncc2)O3)cc1	0.4	-7.1	14.5	-6.4	3.9	.	.	0.9
O=C(c1ccc(F)cc1)N1CC(=O)N2[C@H](CO)[C@H](c3ccc(C#Cc4ccc(F)cc4)cc3)[C@H]2C1	0.0	-4.0	2.6	.	-33.0	.	-0.6	.
Cc1[nH]ccc(=O)c1OCC(=O)O	-0.1	1.6	-7.3	.	-5.0	-0.1	0.1	.
O=C(C[C@H]1C[C@@H]2c3cc(NC(=O)NC4CCCC4)ccc3O[C@@H]2[C@H](CO)O1)NCc1ccccn1	0.1	-13.3	-5.4	.	-7.2	-3.2	0.1	.
CNC[C@@H]1Oc2ccc(NS(=O)(=O)c3ccc(OC)cc3)cc2CC(=O)N([C@@H](C)CO)C[C@@H]1C	-1.1	-0.9	1.4	7.3	3.9	.	-4.0	1.0
Cn1nc(-c2ccccc2)c(CN2CCN(c3ncccn3)CC2)c1Cl	0.1	-13.9	2.2	.	-14.1	.	.	.
O=C1NC[C@@H](CCCCN2C[C@H](Cc3ccccc3)N(CCc3ccccc3)C(=O)C2=O)N(Cc2ccccc2)C1=O	-0.1	1.3	3.2	.	0.1	6.8	.	.
COc1ccc(OC)c(-c2csc(NC(=O)C3CSC4(C)CCC(=O)N34)n2)c1 (stereo unspecified)	0.1	3.2	1.7	-6.7	-21.0	-11.3	2.2	0.4
C[C@@H]1CN([C@H](C)CO)C(=O)c2cc(NS(=O)(=O)c3cn(C)cn3)ccc2O[C@H]1CN(C)S(C)(=O)=O	0.1	-5.1	-9.5	-1.1	-2.4	.	-12.9	7.7
CCOc1ccc(C(=S)N2CCCC2)cc1OC	0.1	-2.5	-4.2	-4.6	-11.0	-0.3	1.2	.
Cc1cn([C@H]2C[C@H](O)[C@@H](CNCc3ccc(-c4cc(Cl)ccc4C(F)(F)F)o3)O2)c(=O)[nH]c1=O	-0.1	2.1	-3.8	.	-63.0	-31.9	-0.3	-3.0
C[C@H](CO)N1C[C@H](C)[C@@H](CN(C)Cc2ccc3c(c2)OCO3)Oc2c(NC(=O)Nc3ccccc3)cccc2C1=O	-1.3	-2.1	-2.0	-17.1	2.4	.	-3.8	-2.1
COc1ccc(Nc2nccc(-c3ccc([N+](=O)[O-])cc3)n2)cc1	0.4	-7.2	1.2	-13.3	-7.3	-7.6	2.9	6.7
CCNC(=O)C[C@@H]1CC[C@H]2[C@H](COc3ccc(NC(=O)Nc4ccc(F)cc4)cc3C(=O)N2C)O1	0.3	-2.2	11.9	2.5	-4.0	-9.8	0.1	-2.1
CC(C)CC#Cc1cnc2c(c1)C(=O)N([C@H](C)CO)C[C@H](C)[C@H](CN(C)C(=O)c1ccc(F)cc1)O2	-0.1	12.5	-3.1	-8.4	13.5	-3.7	0.8	-0.6
O=C(CCCOc1ccccc1)Nc1ccc(Cl)cn1	0.1	-10.9	-6.2	.	-5.9	.	.	.
Cc1ccc(S(=O)(=O)n2cnc3ccccc32)cc1[N+](=O)[O-]	0.1	0.5	1.0	-4.0	-7.5	-2.1	0.0	2.0
C=CCOC(=O)C1=C[C@H](C2CCCCC2)C[C@H](OCc2ccc(CO)cc2)O1	0.3	4.0	-10.1	-0.5	-0.4	-6.5	0.2	-1.4
